# From PubChem
# CRFR2-BP antag = CRF-BP/CRF-R2 complex antagonism; HEK293 CRF-R2/CRF-BP, CRF-induced calcium fluorescence; inhibition, % at 11.8 µM; 350,000 tested, 0.59% active; AID 588475;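 active means inhibition of the ligand-induced calcium signal above about 50% at the single tested concentration, limit read from the data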
# VIM-2 inh = blocks Pseudomonas aeruginosa VIM-2 metallo-beta-lactamase | purified VIM-2, nitrocefin hydrolysis, epi-absorbance fluorescence | inhibition, % at 5.6 µM | 290,000 tested, 0.89% active;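 active means inhibition above the mean of all tested compounds plus 3 SD, cutoff set per screening run, cut at about 7.5% in these data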;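 further: red hydrolysis product quenches plate fluorescence so inhibitors raise well fluorescence; 0% = enzyme with DMSO and 100% = DMSO without enzyme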
# GalR3 antagonist = antagonists of human GalR3; HEK293 GalR3-CNG cAMP membrane potential fluorescence; galR3 body fused to GalR1 C-terminus; AID 651719; 360,000 tested, 0.44% active; inhibition, % at 3 µM;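 active means inhibition above the screen-wide average plus 3 SD, cut at about 13% in these data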;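 further: forskolin and galanin both at EC90 stimulate the cells; cAMP rise reported by CNG channel membrane potential dye signal; 0% = forskolin plus galanin with DMSO and 100% = forskolin alone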
# Target sequence (O60755 1-299 limits assumed): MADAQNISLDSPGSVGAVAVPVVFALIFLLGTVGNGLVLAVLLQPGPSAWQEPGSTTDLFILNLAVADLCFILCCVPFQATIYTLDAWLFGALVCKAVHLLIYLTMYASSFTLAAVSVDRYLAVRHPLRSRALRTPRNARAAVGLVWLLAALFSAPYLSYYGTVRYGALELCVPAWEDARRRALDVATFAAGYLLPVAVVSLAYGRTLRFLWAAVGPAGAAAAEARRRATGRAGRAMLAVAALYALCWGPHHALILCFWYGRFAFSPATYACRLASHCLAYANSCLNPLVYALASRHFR
# IMP-1 inh = inhibitors of Pseudomonas aeruginosa IMP-1 metallo-beta-lactamase. purified IMP-1, nitrocefin hydrolysis, epi-absorbance fluorescence. inhibition, % at 5.6 µM. 290,000 tested, 0.45% active;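 active means inhibition above the mean plus 3 SD of all compounds in the same screening run, cut at about 4.5% in these data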;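 further: 0% = IMP-1 with DMSO and 100% = DMSO wells lacking enzyme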
#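 Assay system: purified recombinant IMP-1 beta-lactamase. Input: IMP-1 0.2 nM before substrate addition. Buffer or medium: Zinc- and detergent-supplemented HEPES buffer, pH 7.1. Schedule: 25 °C, 15 min preincubation, 25 min reaction. Signal: Epi-absorbance fluorescence, 480 nm excitation, 530 nm emission. Evaluation: percent inhibition from optical density relative to buffer-blank wells.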
# p-CIP stab down = lowers stability of the mouse p/CIP coactivator protein | Q05BA5 | F442A p/CIP-EGFP cells, EGFP fluorescence, 16 h | decrease of EGFP signal, % at 10 µM | 290,000 tested, 0.01% active;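 active means EGFP signal decrease of at least 30% at 10 µM or well 3 SD below plate mean, unless failing retest; inactive means the rest, including hits failing retest or dose response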; further: some compounds called inactive have numbers as strong as hits; many of its hits are not listed in these tables
# NS3 helicase inh = blocks Hepatitis C virus NS3 helicase unwinding. NS3 helicase DNA unwinding, Cy5 molecular beacon fluorescence. inhibition, % at 10.9 µM. 290,000 tested, 0.56% active. AID 1800;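 active means inhibition above the mean of all tested compounds plus 3 SD, set per campaign, cut at about 35% in these data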;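 further: 0% = DMSO wells and 100% = thioflavine S control wells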
#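 Control set: DMSO versus 110 µM thioflavine S; Material: NS3 helicase fragment of HCV; Measured by: Cy5 fluorescence at 0 and 60 min, beacon hairpin quenching; Read-out basis: percent inhibition from t60/t0 fluorescence ratio; Times: reaction time 60 min, 25 °C; Repeats: single replicate; Compound dosing: single dose, 10.9 µM nominal final, DMSO 0.8% final.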
# UBC9 SUMO inh = blocks human SUMOylation mediated by UBC9. P63279. 290,000 tested, 0.36% active. inhibition, % at 35 µM. HTRF SUMOylation assay, SAE1/SAE2 + UBC9, in vitro; in the data active means inhibition above about 50%, passing the limit was not always enough; further: strong numbers were not always called active
# Target sequence (P63279 whole entry, looked up): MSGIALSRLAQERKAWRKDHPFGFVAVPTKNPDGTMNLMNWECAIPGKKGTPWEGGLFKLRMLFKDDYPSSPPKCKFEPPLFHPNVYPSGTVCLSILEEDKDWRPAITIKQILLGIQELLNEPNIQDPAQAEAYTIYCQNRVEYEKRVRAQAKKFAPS
# IDE inh = cellular human IDE inhibition; P14735; HEK cells, FAbetaB cleavage, fluorescence polarization; inhibition, % at 5.59 µM; 320,000 tested, 0.41% active; AID 434962;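 active means percent inhibition above the average of all tested compounds plus 3 SD, set per screening campaign, cut at about 16% in these data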;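 further: IDE supplied by intact live HEK cells; FP after avidin binding of uncleaved biotin substrate so inhibition keeps polarization high; 0% = DMSO wells and 100% = 60 µM reference IDE inhibitor Ii1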
# IDE cell activ = boosts human insulin-degrading enzyme activity in HEK cells; P14735; FAbeta-B cleavage, fluorescence polarization; 0% vehicle, 100% cell-free pure enzyme wells; activation, % at 5.96 µM; 340,000 tested, 0.073% active; AID 493087;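 active means activation above the mean of all tested compounds plus 3 SD, set per screening campaign, cut at about 17% in these data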
# The depositor's hits bear a star; . = no result given.
No. | Structure | CRFR2-BP antag | VIM-2 inh | GalR3 antagonist | IMP-1 inh | p-CIP stab down
1 | CCOC(=O)C1=C(O)/C(=C\c2cccc(OC)c2)N=C1C | -18 | 0.1 | -8 | -1.8 | -5
2 | CCn1c(SCC(=O)NC2CCCCC2)nnc1-c1ccccc1F | -10 | -1.7 | -9 | -3.1 | -6
3 | COc1cc(OC)cc(-c2c(-c3cccs3)c3cc(-c4ccc(OCc5ccccc5)cc4)ccc3n2C)c1 | 4 | . | -6 | . | .
4 | O=C(CN1C(=O)CSc2ccccc21)N1CCc2ccccc21 | -16 | -5.1 | -1 | -2.6 | 3
5 | COc1ccc(NC(=O)c2cc(=O)[nH]c(=O)[nH]2)cc1S(=O)(=O)Nc1ccccc1Cl | -8 | -2.3 | -1 | -3.1 | 8
6 | O=C(N/N=C/c1ccccc1[N+](=O)[O-])c1ccc2nc[nH]c2c1 | 11 | -3.7 | 3 | -2.5 | -9
7 | CCOc1ccc(OCCC(=O)OCC(=O)NC(C)c2ccccc2)cc1 (stereo not drawn) | 6 | . | 5 | . | .
8 | CN(CC(=O)NNC(=O)CNC(=O)c1ccccc1F)S(=O)(=O)c1ccc(Cl)cc1 | -4 | . | -3 | . | .
9 | CC1CCN(C(=O)CC#N)CC1 | 25 | 1.2 | 4 | -2.4 | -12
10 | COc1ccc(C(O)(CCN2CCOCC2)c2ccccc2)cc1 (stereo not drawn) | 0 | -1.7 | -8 | -2.8 | -4
11 | Cc1cc(NC(=O)CCCSc2nc(-c3ccco3)cc(C(F)(F)F)n2)no1 | -9 | -2.6 | 5 | -2.5 | 3
12 | Cn1cccc1Cc1nnc(SCC(=O)Nc2ccc3c(c2)OCCO3)n1-c1ccc(F)cc1 | 34 | -1.1 | 3 | -4.3 | -5
13 | CC1(C)Cc2ccccc2-c2nnc(-c3ccco3)n21 | 26 | 0.4 | -8 | -3.8 | -40
14 | CC(=O)N(OCc1ccc(OC(C)C)c(Cl)c1)C(C)=O | -2 | -1.9 | 3 | -2.0 | 9
15 | CC1(CCC(=O)N2CCCC(N3CCN(c4cccc(C(F)(F)F)c4)CC3)C2)CC1 (stereo not drawn) | 2 | -4.3 | -2 | -2.9 | -3

No. | NS3 helicase inh | UBC9 SUMO inh | IDE inh | IDE cell activ
1 | -2 | -6 | -4 | 1
2 | 6 | 6 | 3 | 0
3 | . | . | 0 | 2
4 | 8 | -1 | 0 | 4
5 | 8 | 13 | 5 | 2
6 | 8 | 0 | 2 | -1
7 | . | . | 4 | -5
8 | . | . | -3 | 1
9 | 4 | 16 | -5 | -2
10 | -5 | 11 | 4 | 0
11 | -4 | 19 | 5 | 10
12 | 5 | 6 | -1 | 2
13 | -1 | -4 | 0 | -1
14 | 1 | 6 | 1 | -2
15 | -9 | 1 | 2 | -1

# Further structures.
No. | Structure | CRFR2-BP antag | VIM-2 inh | GalR3 antagonist | IMP-1 inh | p-CIP stab down
16 | O=C(CSc1nnnn1-c1ccccc1)NC(=O)Cc1ccccc1 | 17 | . | 0 | . | .
17 | CCOC(=O)C(CC)Sc1nnc2c3cc(C)ccc3n(C)c2n1 (stereo not drawn) | -4 | 9.4* | -8 | -0.5 | -10
18 | COc1ccc(N2CN=C3SCC(=O)N3C2)cc1 | 15 | -2.0 | 2 | -4.1 | -9
19 | CCO[C@@H]1OC(C(=O)NC2CC2)=C[C@H](c2csc3ccccc23)[C@H]1CCCO | -2 | -3.2 | -3 | -2.8 | 1
20 | CCCCc1nnc(NC(=O)CN2C(=O)NC3(CCCCC3)C2=O)s1 | 7 | -1.8 | -2 | -3.4 | -8
21 | O=C(CN1C(=O)c2ccc(Br)cc2C1=O)NCC1CCCO1 (stereo not drawn) | -1 | 1.9 | -3 | 1.9 | -2
22 | O=c1c2c3c(sc2nc2n1CCCCC2)CCCCC3 | . | -1.5 | . | 0.5 | -15
23 | O=C(NCCS(=O)(=O)N1CCN(c2ccccc2F)CC1)c1ccc(Cl)cc1 | 24 | . | -1 | . | .
24 | CC(Oc1ccccc1)C(=O)N1CCN=C1SCc1cccc(F)c1 (stereo not drawn) | -10 | -1.3 | -6 | -2.7 | -4
25 | O=C(CCCOc1ccccc1)NCCc1nc2ccccc2[nH]1 | -1 | -2.5 | -2 | -2.0 | 4
26 | CNS(=O)(=O)c1cccc(C(=O)OCC(=O)c2cc(C)n(CC3CCCO3)c2C)c1 (stereo not drawn) | 3 | . | -8 | . | .
27 | O=C(NC1CCCC1)c1cccc2c1C(=O)c1ccc(/C=C/c3ccccc3)cc1S2(=O)=O | -2 | . | 7 | . | .
28 | O=c1ccc2cc(S(=O)(=O)N3CCN(c4ccccc4F)CC3)ccc2o1 | 10 | -1.7 | -10 | -3.6 | 7
29 | COc1ccc(/C=N\NS(=O)(=O)c2ccc(Br)cc2)cc1COc1ccccc1[N+](=O)[O-] | 14 | -2.1 | 0 | -4.9 | -15
30 | COc1ccc(CN2CCC(C)CC2)cc1OCc1ccccc1 | 8 | -2.6 | -6 | -2.8 | -1

No. | NS3 helicase inh | UBC9 SUMO inh | IDE inh | IDE cell activ
16 | . | . | -1 | 1
17 | -13 | 13 | 10 | -5
18 | 0 | 17 | 7 | 8
19 | 7 | -10 | 1 | 4
20 | -4 | 16 | 0 | 0
21 | 22 | 14 | -6 | 7
22 | -3 | 11 | 1 | 3
23 | . | . | -3 | 1
24 | -7 | 9 | -2 | -1
25 | -6 | 0 | -2 | -2
26 | . | . | -4 | 2
27 | . | . | 7 | 3
28 | 2 | -16 | 3 | 3
29 | -4 | -21 | -1 | -6
30 | -10 | 9 | . | -1

# (continued)
No. | Structure | CRFR2-BP antag | VIM-2 inh | GalR3 antagonist | IMP-1 inh | p-CIP stab down
31 | COc1ccc(C)cc1NC(=O)c1sc2nc(C)nc(N3CCOCC3)c2c1C | -1 | -1.5 | -1 | -2.1 | 4
32 | CCCn1c(=O)c2[nH]c(-c3ccc(OCC(=O)Nc4ccc(C#N)cc4)cc3)nc2n(CCC)c1=O | -36 | . | -4 | . | .
33 | CCS(=O)(=O)Nc1cccc(-c2ccc3nnc(-c4cccnc4)n3n2)c1 | -1 | 8.9* | -4 | -2.5 | -6
34 | Cc1c(Cl)cccc1NC(=S)NCCC(C)C | 13 | -1.9 | 4 | -1.3 | -7
35 | COCCNC(=O)Cn1c(=O)n(Cc2ccc(C(=O)NCCc3ccc(OC)c(OC)c3)cc2)c(=O)c2ccccc21 | -11 | -0.6 | 0 | -0.7 | 3
36 | COc1ccc(OC)c(/C=C2\NC(=O)NC2=O)c1 | -7 | -6.1 | -3 | -0.6 | -14
37 | COc1cc(OC)cc(-c2c(-c3cccs3)c3cc(-c4ccn[nH]4)ccc3n2C)c1 | -3 | . | -2 | . | .
38 | COc1ccc(-c2noc(C3CCCN(C(=O)c4cccc(F)c4)C3)n2)cc1 (stereo not drawn) | 12 | -0.2 | -11 | -4.2 | 1
39 | O=C(NCCc1ccccc1)C1CCCN1S(=O)(=O)c1ccc(Cl)cc1 (stereo not drawn) | -5 | -4.2 | -3 | -3.5 | -4
40 | Cc1ccc(C(=O)Nc2ccc(N3CCN(S(C)(=O)=O)CC3)cc2)cc1 | 16 | -2.6 | -2 | -2.6 | 5
41 | Cn1cc(CN2CCCC(CNS(=O)(=O)c3cccc4cccnc34)C2)cn1 (stereo not drawn) | 11 | -2.4 | 2 | -3.0 | -11
42 | Cn1ncc(C#N)c1NC(=O)C1CC(c2ccc(Cl)cc2)=NO1 (stereo not drawn) | -3 | -0.5 | 0 | -1.3 | -14
43 | COc1ccc(C(=O)NNC(=O)c2cc3ccccc3cc2O)cc1 | -12 | . | -6 | . | .
44 | Cc1ccc(S(=O)(=O)Nc2nc3ccc(S(=O)(=O)N4CCCC4)cc3s2)cc1 | 6 | -3.3 | -6 | -7.2 | 3
45 | CCCOc1ccc(NC(=O)CC2C(=O)OCC3CCCCN32)cc1 (stereo not drawn) | -5 | . | -4 | . | .
46 | N#C/C(=C\c1ccc(F)cc1)C(=O)NC1CCS(=O)(=O)C1 (stereo not drawn) | -15 | -1.1 | -8 | -3.0 | 15
47 | CC(C(=O)NC1CCCC1)N(C(=O)c1snc(C(N)=O)c1N)c1ccc2c(c1)OCCO2 (stereo not drawn) | -7 | 0.0 | -3 | -1.4 | -2
48 | O=C(COc1ccc(-c2nnco2)cc1)N1CCOCC1 | 16 | . | -2 | . | .

No. | NS3 helicase inh | UBC9 SUMO inh | IDE inh | IDE cell activ
31 | 6 | 17 | 0 | 4
32 | . | . | 1 | 7
33 | 3 | . | 7 | 0
34 | 3 | 4 | 5 | 6
35 | 13 | -3 | -2 | 8
36 | 13 | 14 | 6 | 2
37 | . | . | -2 | 2
38 | -14 | -14 | -1 | 1
39 | 13 | -3 | 8 | -5
40 | 4 | 19 | 11 | 3
41 | 9 | -4 | 6 | 7
42 | -1 | -4 | 3 | 3
43 | . | . | -2 | -1
44 | -5 | 4 | 6 | -1
45 | . | . | 5 | 3
46 | 2 | -4 | 3 | -2
47 | 1 | 32 | 0 | 8
48 | . | . | 7 | -1
